# Bioassay records deposited in PubChem BioAssay by National Center for Advancing Translational Sciences (NCATS).
# aSyn yeast rescue: qHTS of alpha-syn Inhibitors: NCGC Sytravon Library Screen. AID 1347070, 2019. S. cerevisiae alpha-synuclein toxicity rescue, BacTiter-Glo growth, 24 h. 0.02% of 94,000 active. Potency, µM (doses to about 46.1 µM), for the others: at the top dose growth rescue (activation), actives largely listed as activators; active = well fitted activation curve with a large enough effect; inconclusive = small, poorly fitted or top-dose-only effect; note: 0% is about no effect
#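 Growth restoration measured by BacTiter-Glo luminescence after 24 hr at 30 deg C; alpha-synuclein yeast, raffinose-pregrown to mid-log, were added at OD600=0.02 in galactose medium onto pinned compounds.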
# * = called active by the depositor; ? = inconclusive; & = joins results of further samples. Potency is the fitted concentration of half-maximal effect. These rows are one share of the data; the hit share may differ from the screen's.
SMILES,aSyn yeast rescue
Cc1ccc(NC(=O)c2c(C)nc3sc(C(=O)Nc4ccc(F)cc4)c(N)c3c2-c2ccc(Cl)cc2)c(C)c1,5%
CC12CCC3c4ccc(O)c([N+](=O)[O-])c4CCC3C1CCC2=O (stereo not given),8%
CC(C)CC(=O)Nc1ccc(Cl)c(-c2nc3ccccc3[nH]2)c1,-8%
CCc1ccccc1NC(=O)CCC(=O)N1CCN(C(C)=O)CC1,2%
CC(Oc1ccc(F)cc1)C(=O)Nc1cc(Cl)ccc1-n1cncn1 (stereo not given),3%
CCOc1ccc(NC(=O)C2CCCN(S(=O)(=O)c3ccc(Br)s3)C2)cc1 (stereo not given),-2%
CCOc1ccc2cc(-c3nnc(Nc4ccccc4F)s3)c(=O)oc2c1,-4%
CCCCC12CN3CCN(CC(C3)/C1=N\NC(=O)c1ccccc1N)C2,-8%
Cc1ccc(CNC(=O)c2ccc(CSCc3ccccc3Cl)o2)cc1,?
CC(C)CC(=O)NC(=S)Nc1sc2c(c1C(N)=O)CCC2,-14%
CSc1ccc(/C=C/C(=O)NC23CC4CC(CC(C4)C2)C3)cc1,6%
COC(=O)c1cc(COC(=O)c2nc3nc(C)cc(C)n3n2)oc1C,-6%
O=C(Nc1ccc(Cl)c(C(F)(F)F)c1)C1CCCN(S(=O)(=O)c2cccc3cccnc23)C1 (stereo not given),3%
CCN(CC)C(=O)Cn1c(=O)n(-c2ccc(OC)cc2OC)c(=O)c2c(C)c(C(=O)N(CC)CC)sc21,-7%
CCc1ccccc1NC(=O)CSc1nnc(-c2cc(OC)c(OC)c(OC)c2)o1,-11%
CCc1cccc(NC(=O)COC(=O)c2cn(CC)c3nc(C)ccc3c2=O)c1,-4%
CCC(=O)c1ccc(OCC(=O)OCC(=O)N(C)CC(=O)Nc2ccc(F)cc2)cc1,3%
C=CCOc1ccc(/C=N/NC(=O)CC(=O)NC2CCCCC2)cc1,18%
CC(C)(C)C(=O)N1CCC(O)(CS(=O)(=O)Cc2ccccc2)CC1,-5%
COc1ccc(C2NC(=O)c3c(sc4c3CCN(C)C4)N2)cc1O (stereo not given),5%
Cc1nc(-c2cccc(F)c2)sc1CCNC(=O)c1ccc(F)c(F)c1,4%
Cc1ccc2[nH]c3c(=O)n(CC(=O)NCCCN4CCN(c5ccc(F)cc5)CC4)ncc3c2c1,-3%
Cc1ccc(CNC(=O)c2nnn(Cc3ccc(F)cc3)c2N)cc1,-1%
C[C@H](O)[C@@H]1CN2CCc3c([nH]c4ccccc34)[C@@H]2C[C@@H]1N(C)C(=O)Nc1ccc(F)cc1,-5%
COc1ccc(NC(=O)Cn2c(=O)n(-c3ccc(OC)c(OC)c3)c(=O)c3ccccc32)cc1,-1%
COc1cccc(NC(=O)CCS(=O)(=O)c2ccc3c(c2)oc(=O)n3C)c1,-1%
COc1ccc(OC)c(NC(=O)c2ccc3c(Cl)c4c(nc3c2)CCCC4)c1,2%
CCOC(=O)c1oc2ccc(S(=O)(=O)n3nc(-c4ccccc4OC)cc3N)cc2c1C,0%
CNC(=S)N1CCC(C(=O)c2ccc(Cl)cc2)CC1,-4%
Cc1ccc(CN2CCN(CC(=O)Nc3ccc(C)c(C)c3)S2(=O)=O)cc1,-2%
COc1ccc(NS(=O)(=O)c2ccc(N3CCOCC3)c(NC(=O)c3ccc(F)cc3)c2)cc1,9%
O=C(NCC(c1cccs1)N1CCOCC1)c1cc(F)cc(F)c1 (stereo not given),-4%
NS(=O)(=O)c1ccc(Cl)cc1[N+](=O)[O-],-4%
COc1ccccc1N1CCN(C(=O)c2cnn(C(C)(C)C)c2C2CCN(C(=O)OC(C)(C)C)CC2)CC1,-8%
Cc1ccc(C)c(NC(=O)Cn2cc(C(=O)C3CC3)c3ccccc32)c1,6%
Cc1ccc(-n2nnnc2SCC(=O)Nc2ncc(Cc3ccccc3Cl)s2)cc1,-10%
CCCCOc1ccc(CNC(=O)c2ccc(NC(=O)N3CCCCc4ccccc43)cc2)cc1,6%
CC1CC(C)CN(C(=O)Cn2nnc(-c3ccccc3)n2)C1 (stereo not given),1%
COC(=O)c1ccc(C2c3c(oc4ccc(Cl)cc4c3=O)C(=O)N2CCN2CCOCC2)cc1 (stereo not given),-2%
Cc1ccc(Cl)cc1N(C)C(=O)c1cn(C2CCCCC2)c(=O)c2c1c1ccccc1n2C,27%
COc1ccc(CNC(=O)CS(=O)Cc2nc(-c3ccccc3C)oc2C)cc1 (stereo not given),7%
COc1ccc(NC(=O)c2ccc(S(=O)(=O)N3CCCCCC3)cc2)c(OC)c1,-5%
O=C(Nc1cccc2ccccc12)c1cc2c(cc1Br)OCO2,13%
COc1ccccc1CNC(=O)Cc1csc2nc(-c3ccc(F)cc3)cn12,-1%
COc1ccc(S(=O)(=O)N(C)c2ccc(C(=O)N3CCCCC3)cc2)cc1OC,10%
CN(C)S(=O)(=O)c1cccc(NC(=O)COc2ccccc2C(=O)Nc2ccccc2)c1,-6%
Cn1c(=O)n(C)c2cc(/C=C3/SC(=O)N(CC(=O)N4CCOCC4)C3=O)ccc21,15%
O=S(=O)(NCC(c1ccco1)N1CCN(c2ccc(F)cc2)CC1)c1ccccc1 (stereo not given),14%
CCC(=O)N1CCc2cc(Br)cc(S(=O)(=O)CCC(=O)NCc3ccc(Cl)cc3)c21,-2%
O=C(c1cc(=O)c2ccccc2o1)N1CCN(c2cccc(Cl)c2)CC1,8%

# Next part.
SMILES,aSyn yeast rescue
CCc1n[n+](CC(=O)c2ccccc2)c(N)s1,-9%
Cc1oc2ncn(C)c(=O)c2c1C(=O)N1CCN(c2cccc(C(F)(F)F)c2)CC1,-1%
Cc1cc2oc(=O)c(CC(=O)O)c(C)c2c2occ(-c3ccc(F)cc3)c12,6%
O=C(NCCc1ccc(Cl)cc1)c1ccc2c(c1)N(Cc1ccccc1F)C(=O)c1ccccc1S2(=O)=O,-8%
COc1ccc(/C=N/NC(=O)OC(C)(C)C)cc1OC,-16%
CCOc1ccc(NC(=O)CSc2oc(-c3ccc(F)cc3)nc2S(=O)(=O)c2ccc(C)cc2)cc1,2%
COc1ccc(-n2c(/C=C/c3c(C)[nH]c4ccccc34)nc3ccccc3c2=O)cc1,-9%
N=c1n(CCN2CCCCC2)c2ccccc2n1CC(=O)c1cccs1,11%
COc1ccc(NC(=O)C(=O)NCCc2csc3nc(-c4ccccc4F)nn23)cc1OC,-1%
Cc1ccc(Cl)cc1NC(=O)c1oc2ccc(S(=O)(=O)N3CCCCC3)cc2c1C,-16%
CCOc1ccc(NC(=O)c2cccc3c2C(=O)N(CC2CCCO2)C3)cc1 (stereo not given),-2%
COc1ccccc1Nc1nc(N)nc(N)c1S(=O)(=O)c1ccccc1,-5%
Nc1ccc2c(c1Cl)C(=O)c1ccc(N)c(Cl)c1C2=O,-2%
Cc1ccc(CSc2nnc(CCNC(=O)OC(C)(C)C)o2)cc1,-7%
Cc1cc(N2CCC(C(=O)Nc3ccccc3Cl)CC2)n2nc(C)c(-c3ccc(Cl)cc3)c2n1,9%
COc1cc(C(=O)Oc2c(Sc3ccccc3)c(C)nn2-c2ccccc2)cc(OC)c1OC,-8%
O=S1(=O)c2ccccc2Nc2ccccc21,-2%
COc1cccc(CNC(=O)CCS(=O)(=O)c2cc3c(cc2C)NC(=O)CO3)c1,-5%&2%
CCN(c1ccccc1)S(=O)(=O)c1nnc(NC(=O)COc2cccc(C)c2)s1,1%
COCCNC(=S)N(Cc1cccs1)Cc1cc2cccc(C)c2[nH]c1=O,5%
CCc1cccc(NC(=O)Cn2c(=O)n3nc(-c4cccc(F)c4)nc3c3ccccc32)c1,0%
O=C(Nc1ccc([N+](=O)[O-])cc1Cl)c1cccc([N+](=O)[O-])c1,4%
Cc1ccsc1C(=O)NNC(=O)COc1ccccc1Cl,5%
COc1ccc(CCNC(=O)c2cccc([N+](=O)[O-])c2)cc1OC,5%
CCc1cccc(NC(=O)CC(c2ccc(OC)cc2)N2Cc3ccccc3C2=O)c1 (stereo not given),-5%
Cc1c(C(=O)Nc2ccccc2Cl)sc2ncnc(N(C)C3CCCCC3)c12,-9%
Cc1ccccc1NC(=O)Nc1nnc(N(C)Cc2ccccc2)s1,-4%
CCc1noc(C)c1C(=O)N(CC)CC(=O)Nc1ccccc1C(F)(F)F,-4%
O=C(COc1ccc(-c2nnco2)cc1)Nc1ccc(C(F)(F)F)cc1,-3%
CCCCn1c(CNC(=O)CCC)nc2ccccc21,-7%
O=C(NCc1ccc(Cl)cc1)c1ccc2oc(=O)n(Cc3ccccc3)c2c1,0%
CC1CCN(C(=O)COC(=O)c2ccc3c(c2)C(=O)N(Cc2ccco2)C3=O)CC1,10%
COc1ccc(Cc2noc(CN(C)CCc3ccccc3)n2)cc1OC,3%
Cc1ccc([C@H]2C[C@@H](n3cc(C4CC4)nn3)[C@H](O)CN2C(=O)C2CCCCC2)cc1,9%
COc1ccc(C2=C(SC)CC2=NC(C)(C)C)cc1,13%
Cc1nc(N2CCOCC2)c2c(C(=O)NCCc3ccccc3)c(C)oc2n1,-7%
CCOC(=O)N(C)C[C@H]1OCc2cnnn2CCCC(=O)N([C@@H](C)CO)C[C@@H]1C,9%
Cc1ccc(NC(=O)C(C)N2CCc3ccccc3C2)cc1 (stereo not given),-9%
COC(=O)c1ccc(OC)c(Cn2c(=O)n(-c3cccc(Cl)c3)c(=O)c3c4c(sc32)CN(C(C)=O)CC4)c1,18%
CCN(CC)CCCNC(=O)c1nn(-c2ccc(OC)c(Cl)c2)c(=O)c2c1c1ccccc1n2C,1%

# Exported bar-delimited: 16 of the compounds above.
smiles | aSyn yeast rescue
CCc1cccc(NC(=O)CC(c2ccc(OC)cc2)N2Cc3ccccc3C2=O)c1 (stereo not given) | -5%
Cc1c(C(=O)Nc2ccccc2Cl)sc2ncnc(N(C)C3CCCCC3)c12 | -9%
Cc1ccccc1NC(=O)Nc1nnc(N(C)Cc2ccccc2)s1 | -4%
CCc1noc(C)c1C(=O)N(CC)CC(=O)Nc1ccccc1C(F)(F)F | -4%
O=C(COc1ccc(-c2nnco2)cc1)Nc1ccc(C(F)(F)F)cc1 | -3%
CCCCn1c(CNC(=O)CCC)nc2ccccc21 | -7%
O=C(NCc1ccc(Cl)cc1)c1ccc2oc(=O)n(Cc3ccccc3)c2c1 | 0%
CC1CCN(C(=O)COC(=O)c2ccc3c(c2)C(=O)N(Cc2ccco2)C3=O)CC1 | 10%
COc1ccc(Cc2noc(CN(C)CCc3ccccc3)n2)cc1OC | 3%
Cc1ccc([C@H]2C[C@@H](n3cc(C4CC4)nn3)[C@H](O)CN2C(=O)C2CCCCC2)cc1 | 9%
COc1ccc(C2=C(SC)CC2=NC(C)(C)C)cc1 | 13%
Cc1nc(N2CCOCC2)c2c(C(=O)NCCc3ccccc3)c(C)oc2n1 | -7%
CCOC(=O)N(C)C[C@H]1OCc2cnnn2CCCC(=O)N([C@@H](C)CO)C[C@@H]1C | 9%
Cc1ccc(NC(=O)C(C)N2CCc3ccccc3C2)cc1 (stereo not given) | -9%
COC(=O)c1ccc(OC)c(Cn2c(=O)n(-c3cccc(Cl)c3)c(=O)c3c4c(sc32)CN(C(C)=O)CC4)c1 | 18%
CCN(CC)CCCNC(=O)c1nn(-c2ccc(OC)c(Cl)c2)c(=O)c2c1c1ccccc1n2C | 1%

# Next section.
SMILES,aSyn yeast rescue
Cc1ccc(C)c(N2CCN(C(=O)c3ccc4c(=O)n(CCc5ccccc5)c(=O)[nH]c4c3)CC2)c1,6%
CCCCn1c(N)c(N(CC(C)C)C(=O)c2oc3ccc(Br)cc3c2C)c(=O)[nH]c1=O,-25%
Cc1ccc(CCNC(=O)CSCc2ccc(F)cc2)cc1,6%
O=C(NC1CCCCC1)c1ccc2c(c1)N(Cc1ccccc1Cl)C(=O)c1ccccc1S2,-6%
CN(C)S(=O)(=O)c1cccc(NC(=O)c2ccc(N3CCOCC3)c([N+](=O)[O-])c2)c1,1%
CC(OC(=O)c1cccc(S(=O)(=O)N2CCCCCC2)c1)C(=O)Nc1ccc(S(N)(=O)=O)cc1 (stereo not given),-1%
C/C(=N\N1CCCCC1)c1ccccc1O,2%
COc1cccc(CNC(=O)Cn2ccc3cc(S(=O)(=O)N4CCCC4)ccc32)c1OC,1%
C[C@H]1CN([C@@H](C)CO)C(=O)CCCn2cc(nn2)CO[C@@H]1CN(C)S(=O)(=O)c1ccc(Oc2ccccc2)cc1,9%
CCC/C=N/Nc1nnc(Cc2ccc(OC)c(OC)c2)c(=O)[nH]1,1%
COc1cccc(C(=O)C2CCCN(Cc3cccn3-c3ccccn3)C2)c1 (stereo not given),-3%
COc1ccc(CCN2C(=O)NC(NC(=O)c3ccccc3OC)(C(F)(F)F)C2=O)cc1OC (stereo not given),2%
CCc1nn(CCCC(=O)NC(C)c2ccccc2)c(=O)c2cc3occc3n12 (stereo not given),7%
COc1ccc(-c2cn3nc(N4CCCC(C(=O)Nc5cccc(Cl)c5C)C4)sc3n2)cc1 (stereo not given),-10%
Cc1ccc(C(CC(=O)Nc2ccc(C)cc2C)N2Cc3ccccc3C2=O)cc1 (stereo not given),0%
Cc1cccc(-c2noc(CCCC(=O)NC3CCCC3)n2)c1,1%
COc1ccc(OC(=O)c2nc(SCc3ccc(F)cc3)ncc2Cl)cc1,-1%
Cc1ccc(-n2ncc(C(=O)NC3CCCCC3)c2C2CCN(C(=O)OC(C)(C)C)CC2)cc1,-15%
COc1ccc(Cn2c(CNS(=O)(=O)c3ccc(Cl)s3)nc3cccnc32)cc1,-3%
CCCCCCN1C[C@H](n2cc(-c3ccc(F)cc3)nn2)[C@@H](O)C[C@@H]1c1ccccc1,-4%
Cc1ccc(CNC(=O)C2CCN(C(=O)c3cnn(-c4ccccc4)c3-n3cccc3)CC2)cc1,13%
COc1ccc(C(=O)c2cn(Cc3ccccc3F)c3ccc(F)cc3c2=O)cc1,26%
Cc1nn(C)c2nc(-c3cccs3)cc(C(F)(F)F)c12,-9%
COc1ccc(S(=O)(=O)N2CC(C)N(C(=O)N(C)C)C2C)cc1 (stereo not given),3%
Cc1ccc(OCC(=O)N/N=C\c2ccc(C)o2)c(C)c1,15%
